# 15-hLO-2 inh: blocks human 15-lipoxygenase 2 activity; purified 15hLO-2, xylenol orange hydroperoxide absorbance; 110,000 tested, 0.56% active; Potency, µM (top dose mostly 57.1 µM), without a hit: at the top dose activity change, negative = inhibition, actives largely listed as inhibitors; further: potency means the concentration at half of the fitted maximal effect; nearly all actives have a fitted effect of over 60% in size; many of its hits are not listed in these tables
# Target sequence (O15296 whole entry, looked up): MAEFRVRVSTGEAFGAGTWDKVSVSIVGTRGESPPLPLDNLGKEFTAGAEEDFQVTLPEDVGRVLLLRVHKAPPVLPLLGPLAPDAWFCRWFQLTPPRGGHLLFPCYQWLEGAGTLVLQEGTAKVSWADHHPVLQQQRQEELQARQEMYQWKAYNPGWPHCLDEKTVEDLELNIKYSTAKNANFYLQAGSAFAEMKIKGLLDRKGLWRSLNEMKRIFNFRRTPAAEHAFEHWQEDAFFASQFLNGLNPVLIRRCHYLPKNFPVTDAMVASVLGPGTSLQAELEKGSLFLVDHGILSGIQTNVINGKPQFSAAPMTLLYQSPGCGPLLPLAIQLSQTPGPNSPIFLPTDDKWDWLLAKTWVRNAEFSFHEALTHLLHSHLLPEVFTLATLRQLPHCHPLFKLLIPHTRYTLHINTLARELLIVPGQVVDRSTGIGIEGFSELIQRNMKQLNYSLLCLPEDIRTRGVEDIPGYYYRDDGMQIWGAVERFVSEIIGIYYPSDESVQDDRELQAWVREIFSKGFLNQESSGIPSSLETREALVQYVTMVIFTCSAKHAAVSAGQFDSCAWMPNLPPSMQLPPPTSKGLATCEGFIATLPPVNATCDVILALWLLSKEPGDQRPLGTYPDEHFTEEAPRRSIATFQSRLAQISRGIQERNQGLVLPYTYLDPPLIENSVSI
#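 Read-out: hydroperoxide product oxidises ferrous iron, measured as xylenol orange complex via the 573-to-405 nm absorbance ratio after 30 min. Reaction: 50 nM enzyme, 15 min compound preincubation, 45 uM arachidonic acid, 90 min RT, Hepes pH 7.5 with Triton X-100.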
# IMPase cell inh: membrane-permeable compound that blocks inositol monophosphatase; P97697; CHO-M1 cells, IP1 accumulation, HTRF TR-FRET ratio; inhibition (IP1 accumulation), % at 46.1 µM; 120,000 tested, under 10 active; active means well fitted curve in the direction sought with a large enough effect in the signal ratio, not every such curve was filed as active; inconclusive means small, poorly fitted or top-dose-only effect, or a change in a side signal; inactive means no such curve, though single readings can be large or run the other way; the % refers to the signal ratio;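 further: cells stimulated with carbachol in lithium chloride buffer; plate controls were DMSO basal wells for no effect and reference inhibitor wells for full effect; higher means more IMPase inhibition seen as more IP1 and lower FRET ratio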
# Target sequence (P97697 whole entry, looked up): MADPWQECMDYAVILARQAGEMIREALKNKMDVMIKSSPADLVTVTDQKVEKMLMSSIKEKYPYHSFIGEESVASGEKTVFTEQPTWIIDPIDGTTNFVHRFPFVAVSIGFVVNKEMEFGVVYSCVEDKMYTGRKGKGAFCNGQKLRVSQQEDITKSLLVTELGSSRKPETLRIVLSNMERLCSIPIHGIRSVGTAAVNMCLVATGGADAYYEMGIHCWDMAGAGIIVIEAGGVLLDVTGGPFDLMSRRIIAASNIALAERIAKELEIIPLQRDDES
#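 Seeded CHO-M1 cells were dosed with compound at up to 46 uM, stimulated with carbachol for 30 min, then lysed in IP-One detection reagents. Higher IP1 lowers the TR-FRET signal.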
# PNC assembly inh: inhibitors of perinucleolar compartment assembly; PC3M PTB-GFP, PNC prevalence imaging, 16 h; hits give low values; activity change (PNC), negative = inhibition, % at 10 µM; 140,000 tested, 3.1% active; AID 2417;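 active means readout at or below -70, meaning at least 70% loss of cells showing the perinucleolar compartment, a nuclear body marking cancer cells; inconclusive means readout between -30 and a set limit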;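 further: plate controls were DMSO wells for no effect and camptothecin positive control wells for full effect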
#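 PC3M cells stably expressing PTB-GFP, 750–1000 cells/well, treated 16 h at 37 °C with compound (23 nl of library stock), in duplicate. After paraformaldehyde fixation and Hoechst stain, imaged at 20x; PNC prevalence scored by image analysis.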
# 12-hLO inh: inhibitors of human 12-lipoxygenase (ALOX12). P18054. purified 12-hLO, xylenol orange hydroperoxide absorbance. Potency, µM (highest dose often 57.1 µM), for inactives: at the highest dose activity change, negative = inhibition, actives largely listed as inhibitors. 150,000 tested, 0.12% active. AID 1452; further: potency means the concentration at half of the fitted maximal effect; nearly all actives have a fitted effect of over 55% in size; many of its hits are not listed in these tables
#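 Hydroperoxide output read as Fe(III)-xylenol orange absorbance, 573-to-405 nm ratio, after 30 min reaction with 40 uM arachidonic acid. Enzyme: 150 nM purified human 12hLO, 15 min compound preincubation; 25 mM Hepes pH 7.0, room temperature.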
# * marks the source's active call; other numbers are inactive results; ? = inconclusive; nt = no result given; [ ] = another dose, or the depositor's remark. Unless noted, the call rests on the fitted dose curve; in most records, active means well fitted curve in the direction sought with a large enough effect; inconclusive means small, poorly fitted or top-dose-only effect, or another doubt; inactive means no such curve, though single readings can be large; an effect the other way counts as inactive or inconclusive. Unless noted, on the % scale 0 is the no-effect control and ±100 the full control effect. These rows are one share of the data; the hit share may differ from the screen's.
canonical_smiles,15-hLO-2 inh,IMPase cell inh,12-hLO inh,PNC assembly inh
COCC(=O)Nc1cc(C(=O)Nc2cccc(C)c2C)ccc1Cl,-5%,0,1%,-25
CC1(C)Cc2ccccc2C(NNC(=O)c2ccncc2)=N1,7%,-20,3%,42
COc1ccc(C(=O)Nc2cc(OC)c(NC(=O)c3ccco3)cc2OC)cc1,-18%,4,-1%,31
CCCCn1c(NCc2ccccc2NS(=O)(=O)c2ccc(C)cc2)nc2ccccc21,24%,5,-3%,28
c1ccc2cc(C3=NCCN3)ncc2c1,37%[activator],-1,-1%,nt
CCNC(=S)N(Cc1ccc2c(c1)OCO2)C1CC(=O)N(c2ccc(F)cc2)C1=O (centres undefined),4%,11,-11%,-14
Cn1c(SCc2nnc3n2CCCCC3)nc2ccccc21,-1%,0,-2%,-29
CC1CCCCN1C(=O)/C(=C\c1ccccc1)c1ccccc1 (centres undefined),-11%,7,6%,28
COCCCNC(=O)CN1CCN(Cc2ccc(Cl)cc2)C1=O,0%,-3,2%,-18
CC(C)CC(NC(=O)OC(C)(C)C)C(=O)NC(C(=O)NC(C)C(N)=O)C(C)C (centres undefined),0%,-9,4%,?
C=C1CSc2nc(=O)c3c4c(sc3n21)CCC4,2%,12,-1%,7
CCCCC1CCC(c2nc(-c3cccnc3)no2)CC1 (centres undefined),22%,3,-15%,46

# Full records, quoted from the list:
# C=C1CSc2nc(=O)c3c4c(sc3n21)CCC4 is listed with 15-hLO-2 inh = 2%; IMPase cell inh = 12; 12-hLO inh = -1%; PNC assembly inh = 7
# c1ccc2cc(C3=NCCN3)ncc2c1 is listed with 15-hLO-2 inh = 37%[activator]; IMPase cell inh = -1; 12-hLO inh = -1%; PNC assembly inh = nt
# Cn1c(SCc2nnc3n2CCCCC3)nc2ccccc21 is listed with 15-hLO-2 inh = -1%; IMPase cell inh = 0; 12-hLO inh = -2%; PNC assembly inh = -29

# (continued)
canonical_smiles,15-hLO-2 inh,IMPase cell inh,12-hLO inh,PNC assembly inh
Cc1ccc(Nc2nc(C(=O)NCc3ccco3)cs2)cc1,-4%,8,-10%,-2
COc1ccc(Cl)cc1S(=O)(=O)N1CCN(Cc2ccc3c(c2)OCO3)CC1,20%,18,-6%,-3
CCN(CC)Cc1c(O)ccc2c(C)c(CC(=O)OC)c(=O)oc12,2%,-23,8%,1
COc1ccc(/C=N/NC(=O)CCc2nc3ccccc3[nH]2)cc1,nt,nt,3%,?
COc1ccc2nc(NC(=O)c3cccnc3SC)sc2c1,nt,nt,-3%,27
CCOc1ccc(OCCCC(=O)NC2=NCCS2)cc1,9%,1,?,-1
O=c1c2ccccc2oc2nc3n(c(=O)c12)CCCS3,-8%,-8,1%,-4
CCOC(=O)C(Oc1ccc(=O)n(-c2ccccc2)n1)C(C)=O (centres undefined),9%,0,-4%,-3
Nc1c(C(=O)NCc2ccccc2)nnn1Cc1cccc(Cl)c1,5%,2,-3%,-9
O=C1c2ccccc2C(=O)N1CN(C(=O)COc1ccc(Cl)cc1Cl)c1cccc(F)c1,nt,1,3%,?
COc1cc(NC(=O)c2ccc3c(c2)OCO3)ccc1NC(=O)C(C)C,-5%,4,-2%,-3
Cc1ccc(C)c([C@@H]2NC(=O)c3ccccc3N2)c1,-6%[11.4 µM],nt,-6%[11.4 µM],nt

# The results go on.
canonical_smiles,15-hLO-2 inh,IMPase cell inh,12-hLO inh,PNC assembly inh
O=C(NC1CC2CCCC(C1)N2Cc1ccco1)NC12CC3CC(CC(C3)C1)C2 (centres undefined),26%,-6,3%,14
CCSc1ncnc2c(C#N)c3n(c12)CCCCC3,-4%,-3,-8%,-4
COc1ccc(CNC(=O)Cn2nc(C(F)(F)F)c3c2CCC3)cc1,0%,10,1%,1
CN(CC(=O)NCc1cccs1)S(=O)(=O)c1cccc2nsnc12,-10%,3,-6%,-18
Cc1ccc(C(=O)Cn2nnc3ccccc32)cc1,-4%,-1,0%,6
COc1ccccc1N1CCN(CC(O)COc2ccc3c(c2)CCC3)CC1 (centres undefined),21%,6,-2%,?
CC(C)C(=O)NNc1ccccc1,nt,nt,2%,35
COC(=O)C1=C(C)NC(=O)CC1c1cccc(OC)c1OC (centres undefined),-15%,-4,1%,5
COc1cc(NS(=O)(=O)c2ccc(NC(=O)COc3ccc(C)cc3)cc2)nc(OC)n1,-16%,-6,-8%,-2
COc1ccc(NC(=O)COc2ccc(N(C)S(=O)(=O)c3ccc(C)cc3)cc2)cc1,nt,nt,1%,?
CC(C)Cc1nc2oc3c(NCCCN4CCOCC4)ncnc3c2c2c1CCC2,nt,6,10%,13
CCn1c(SCC(=O)c2ccccc2)nnc1-c1ccoc1C,-13%,4,-9%,-21

# Sorted by the number under 12-hLO inh (falling): three from the list above.
SMILES,12-hLO inh
O=C(NC1CC2CCCC(C1)N2Cc1ccco1)NC12CC3CC(CC(C3)C1)C2 (centres undefined),3%
COc1cc(NC(=O)c2ccc3c(c2)OCO3)ccc1NC(=O)C(C)C,-2%
CCCCn1c(NCc2ccccc2NS(=O)(=O)c2ccc(C)cc2)nc2ccccc21,-3%

# The list continues:
canonical_smiles,15-hLO-2 inh,IMPase cell inh,12-hLO inh,PNC assembly inh
O=C(C1CCCCN1S(=O)(=O)c1ccccc1)N1CCN(Cc2ccccc2)CC1 (centres undefined),-7%,-1,-4%,11
COc1cccc(-c2nc3ccccc3c(=O)n2NC(=O)c2cccnc2Cl)c1,nt,1,-3%,?
COc1ccccc1C1N(c2ccc(F)cc2)C(=O)C2CCCN21 (centres undefined),-1%,4,-3%,6
CC1=C(C(N)=O)C(c2cccc(O)c2)n2nc(CCCO)nc2N1 (centres undefined),-4%,2,3%,56
COCCN1CN=C(Nc2nc3ccccc3s2)NC1,9%,1,0%,45
Cc1ccc2nc(/C(C#N)=C\c3cc(C)n(-c4cccc([N+](=O)[O-])c4)c3C)[nH]c2c1,7%,5,-18%,10
COc1ccc2c(c1)C(=NNC(=O)c1ccccn1)c1cc(OC)ccc1-2,nt,-5,3%,-15
CCOC(=O)CSC1=C(C#N)C(c2ccc3c(c2)OCO3)CC(=O)N1 (centres undefined),-4%,-12,-3%,19
Cc1cc(NC(=O)c2ccc(Cl)cc2)c(C(C)C)cc1O,-3%,4,-6%,135
COc1ccc(C(=O)N2CC3(C)CC2CC(C)(C)C3)cc1OC (centres undefined),nt,?,-6%,-104*
O=C(Cn1c(=O)n(Cc2ccco2)c(=O)c2c3c(sc21)CCCCC3)c1ccccc1,nt,2,-9%,9
CCC(=O)Nc1ccc(C(=O)N/N=C/c2ccccc2[N+](=O)[O-])cc1,nt,5,3%,-19

# Next part
canonical_smiles,15-hLO-2 inh,IMPase cell inh,12-hLO inh,PNC assembly inh
CCCN1Cc2cccc(C(=O)NCc3cccs3)c2C1=O,-6%,-3,-2%,-21
CCC(=O)n1nc(-c2ccc(Cl)cc2)nc1SC,nt,1,-1%,?
COC(=O)c1cscc1NC(C)=O,2%,2,4%,22
COc1ccc(/C=C/C(=O)Nc2cc(C)nn2-c2nc3ccccc3n2Cc2cccc([N+](=O)[O-])c2)cc1,nt,nt,4%,20
COc1cccc2c1[C@H](CO)N1[C@H](C#N)[C@@H]3C[C@H](C(=O)O)[C@@H]([C@@H]1C2)N3C,-2%[11.4 µM],nt,-3%[11.4 µM],nt
Cc1ccc(CC(=O)OCC(=O)NC2CCCC(C)C2C)cc1C (centres undefined),-5%,4,5%,7
CC(C)OC(=O)c1cccnc1SCC(=O)N(C)c1ccccc1,1%,10,2%,?
COc1cc([C@H](O)CO)ccc1O,-4%,-1,5%,nt
Cc1nccc(-c2ccc(-n3cnc4ccccc43)cc2)n1,16%,7,1%,?
Cc1ccccc1-c1nc2ccccc2[nH]1,nt,2,3%,-9
CCCCn1c(CNC(=O)Cc2ccccc2)nc2ccccc21,0%,12,-3%,-23
CC(=O)N=c1sc2cc(C)ccc2n1C,6%,6,-1%,-16

# PNC assembly inh: what is marked active above.
SMILES,15-hLO-2 inh,12-hLO inh,PNC assembly inh
COc1ccc(C(=O)N2CC3(C)CC2CC(C)(C)C3)cc1OC (centres undefined),nt,-6%,-104*

# The list goes on.
canonical_smiles,15-hLO-2 inh,IMPase cell inh,12-hLO inh,PNC assembly inh
S=C(Nc1ccccc1)N1CCN(C2CCCCC2)CC1,0%,-6,-6%,7
CCOc1ccc2nc(NC3=NC(c4ccc(OC)cc4)CC(=O)N3)nc(C)c2c1 (centres undefined),32%[activator],15,6%,6
Cc1ccc(CSCCNC(=O)CSc2ccccc2)cc1,nt,nt,-1%,20
Cc1ccc(CCNC(=O)C2CCN(S(=O)(=O)N3CCCC3)CC2)cc1,-1%,1,0%,?
CCn1cc(C2=NC(c3ccccc3)CO2)c2ccccc21 (centres undefined),nt,nt,-2%,7
COc1ccc(-c2nnc(SCC(=O)Nc3ccc4c(c3)OCCO4)n2N)cc1OC,7%,2,-5%,-8
COc1ccccc1N/C(=N/S(=O)(=O)c1ccc(Cl)cc1)c1ccccc1,0%,6,-1%,24
CCOc1ccc(NC(=O)CN2CCN(CC(=O)Nc3ccc(C(=O)OC)cc3)CC2)cc1,-13%,-5,-4%,15
Cc1cc(Nc2cccc(C)c2C)n2ncnc2n1,nt,nt,2%,74
CCCCCCCCC1CO1 (centres undefined),2%,nt,-9%,nt
O=C(c1cc2ccccn2n1)N1CCN(c2cccc(C(F)(F)F)c2)CC1,8%,-26,-14%,2
CC(=O)N(Cc1cc(=O)[nH]c2ccccc12)c1ccc(C)cc1,-4%,10,-3%,8

# Taken from above.
# 12-hLO inh, CCOc1ccc(NC(=O)CN2CCN(CC(=O)Nc3ccc(C(=O)OC)cc3)CC2)cc1 is entered as -4%
# 12-hLO inh, Cc1cc(Nc2cccc(C)c2C)n2ncnc2n1 is entered as 2%
# PNC assembly inh, Cc1ccc(CSCCNC(=O)CSc2ccccc2)cc1 is entered as 20
# 15-hLO-2 inh, O=C(c1cc2ccccn2n1)N1CCN(c2cccc(C(F)(F)F)c2)CC1 is entered as 8%

# The results go on:
canonical_smiles,15-hLO-2 inh,IMPase cell inh,12-hLO inh,PNC assembly inh
O=C(O)c1ccccc1C(=O)NCc1ccccc1,6%,7,5%,-4
COC(/C=C/Nc1ccc(Br)cc1)=C(C#N)C#N,1%,6,-9%,?
Cc1ccccc1-n1c(C)nnc1SCC(=O)NNC(=O)c1ccccc1,nt,-8,-2%,?
CCn1c(SCC(=O)O)nnc1-c1ccccc1,3%,-1,3%,-96*
CCCn1c2c(c(O)c(C(=O)Nc3ccccn3)c1=O)CCCC2,-1%,-1,-2%,13
CN(Cc1ccccc1)C(=O)[C@H]1CCC(=O)N1Cc1ccco1,-10%,2,-3%,?
O=c1c2ccccc2c(-c2ccccc2)nn1Cc1ccc(Cl)cc1,7%,2,6%,1
COC(=O)Cc1c[nH]c2cccc(OCC(O)CN(Cc3ccccc3)C(C)C)c12 (centres undefined),nt,1,-4%,-80*
COc1ccc(C(=O)NC(=S)NCc2ccco2)cc1OC,?,-1,?,12
O=C(O)c1[nH]c2ccc(Cl)cc2c1CC(=O)N1CCN(c2ccccc2)CC1,-8%,6,-3%,-10
COc1ccccc1-c1nnc2sc(COc3ccccc3)nn12,-3%,4,-5%,42
COc1ccc(N2CCN(S(=O)(=O)c3ccc(OC)cc3)CC2)cc1,nt,?,-3%,-1

# (list continues)
canonical_smiles,15-hLO-2 inh,IMPase cell inh,12-hLO inh,PNC assembly inh
Cc1ccccc1-n1c(C)cc(/C=N/Nc2ccc([N+](=O)[O-])cn2)c1C,-8%,8,-9%,?
O=C(c1ccccc1Sc1c(Cl)cccc1[N+](=O)[O-])N1CCOCC1,nt,nt,-1%,-25
CC(C)NC(=O)CSc1nnc(-c2ccc(C(C)(C)C)cc2)n1C,nt,9,-1%,-100*
COc1cccc(OCCCOc2ccccc2C(C)C)c1,4%,0,-1%,11
Cc1ccc(OC(=O)c2sc(Cl)nc2C)cc1C,nt,nt,1%,1
COc1ccccc1C(=O)Oc1ccc(C(C)C)cc1,-5%,5,-11%,11

# Screening results (PubChem BioAssay)
